Mtb UGM inh: blocks M. tuberculosis UGM enzyme. P9WIQ1. purified UGM, fluorescence polarization probe displacement. inhibition, % at 10 µM. 0.06% of 320,000 active; in the data active = inhibition above about 10%, passing the limit was not always enough
Rv3671c inh: inhibitors of M. tuberculosis serine protease Rv3671c; inhibition, % at 5.96 µM; 0.048% of 320,000 active; in the data active = inhibition above about 38%;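 note: extracellular domain of Rv3671c used as enzyme; 0% = enzyme with DMSO and 100% = no enzyme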
Target sequence (P9WHR9 whole entry, looked up, the tested form may be a part): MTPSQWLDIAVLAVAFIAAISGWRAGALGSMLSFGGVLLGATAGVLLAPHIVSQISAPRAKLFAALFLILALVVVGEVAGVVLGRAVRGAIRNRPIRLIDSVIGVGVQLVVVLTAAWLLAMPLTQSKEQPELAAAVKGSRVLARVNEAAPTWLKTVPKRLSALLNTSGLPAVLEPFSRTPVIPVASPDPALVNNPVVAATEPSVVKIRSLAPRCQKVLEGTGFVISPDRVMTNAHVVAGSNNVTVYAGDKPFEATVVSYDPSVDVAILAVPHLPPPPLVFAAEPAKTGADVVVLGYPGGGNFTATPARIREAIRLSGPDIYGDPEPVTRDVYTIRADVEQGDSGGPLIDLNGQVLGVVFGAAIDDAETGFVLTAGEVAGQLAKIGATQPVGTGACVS
PrPC surface inh: inhibitors of human cell surface prion protein PrPC; P04156; TR-FRET read-out; inhibition, % at 13.8 µM; 0.43% of 370,000 active; in the data active = inhibition above about 24%; note: 0% = median of the test wells and 100% = reference compound wells
Starred values were filed as active, the others as inactive; . = no result given.

SMILES | Mtb UGM inh | Rv3671c inh | PrPC surface inh
CN(CCOc1ccc(NS(C)(=O)=O)cc1)CCc1ccc(NS(C)(=O)=O)cc1 | 0.7 | -2 | .
C[C@@H]1C[C@H]2[C@@H]3C[C@H](F)C4=CC(=O)C(Cl)=C[C@]4(C)[C@@]3(F)[C@@H](O)C[C@]2(C)[C@@]1(O)C(=O)CO | -3.6 | 0 | .
CC(=O)O[C@@]12CO[C@@H]1C[C@H](O)[C@@]1(C)C(=O)[C@H](O)C3=C(C)[C@@H](OC(=O)[C@H](O)[C@@H](NC(=O)OC(C)(C)C)c4ccccc4)C[C@](O)([C@@H](OC(=O)c4ccccc4)[C@H]21)C3(C)C | -1.2 | 5 | .
C[C@@H]1CC(=O)NN=C1c1ccc(NN=C(C#N)C#N)cc1 | . | . | -23
Cc1ccc(Nc2c(F)cccc2Cl)c(CC(=O)O)c1 | . | . | 8
CCCCN(CCCC)CC(O)c1cc(Cl)cc2c1-c1ccc(Cl)cc1/C2=C/c1ccc(Cl)cc1 (stereo not drawn) | . | . | 13
Cc1cc(O)c2c(c1)C(=O)c1cccc(O)c1C2=O | . | . | -2
O=C(NC1CCC1)c1ccc(C#Cc2cccc(F)c2)nc1 | . | . | -4
COc1cccc2c(NCc3ccccc3)nc(-n3c(N)nc4ccccc43)nc12 | . | . | 70*
COC(=O)Nc1nc2ccc(C(=O)C3CC3)cc2[nH]1 | . | . | 6

Given with two lines to a compound: entries from further up
Each structure is followed by: Mtb UGM inh | Rv3671c inh | PrPC surface inh
C[C@@H]1C[C@H]2[C@@H]3C[C@H](F)C4=CC(=O)C(Cl)=C[C@]4(C)[C@@]3(F)[C@@H](O)C[C@]2(C)[C@@]1(O)C(=O)CO
 : -3.6 | 0 | .
CC(=O)O[C@@]12CO[C@@H]1C[C@H](O)[C@@]1(C)C(=O)[C@H](O)C3=C(C)[C@@H](OC(=O)[C@H](O)[C@@H](NC(=O)OC(C)(C)C)c4ccccc4)C[C@](O)([C@@H](OC(=O)c4ccccc4)[C@H]21)C3(C)C
 : -1.2 | 5 | .
C[C@@H]1CC(=O)NN=C1c1ccc(NN=C(C#N)C#N)cc1
 : . | . | -23
Cc1ccc(Nc2c(F)cccc2Cl)c(CC(=O)O)c1
 : . | . | 8
CCCCN(CCCC)CC(O)c1cc(Cl)cc2c1-c1ccc(Cl)cc1/C2=C/c1ccc(Cl)cc1 (stereo not drawn)
 : . | . | 13

A portion of the library; rates above refer to the full screens.
